Assay outcomes as filed in PubChem BioAssay.
Anthrax LF inh2: inhibitors of Bacillus anthracis lethal factor protease; multiplex microsphere protease cleavage assay, LF; P15917; 360,000 compounds, 0.12% hits; inhibition, % at 10 µM; also: plate controls were buffer without enzyme for full effect and enzyme alone for no effect
PfHsp40 rescue: compounds rescuing yeast from Plasmodium falciparum HSP40 toxicity; growth rescue, % at 12.5 µM; 340,000 compounds, 0.68% hits; S. cerevisiae expressing PfHsp40, growth rescue, ATP luminescence; in the data active = growth rescue above about 28%, passing the limit was not always enough; inconclusive = no clear call, values can overlap the other calls;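 also: yeast W303a lacking pdr1 and pdr3 grown in galactose medium; growth measured after three days at 30 °C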
Mtb BioA inh: blocks M. tuberculosis BioA enzyme activity; purified M. tuberculosis BioA enzyme, plate reader; inhibition, % at 9.99 µM; 360,000 compounds, 0.096% hits; in the data active = inhibition above about 40%; inconclusive = no clear call, values can overlap the other calls
GDH-TPI counter: GDH-TPI coupled enzyme inhibition counter-screen | GDH-TPI coupled enzyme counterscreen, NADH absorbance | inhibition, % at 4.8 µM | 360,000 compounds, 1.2% hits | AID 588335; in the data active = inhibition above about 30%;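 also: 0% = DMSO wells and 100% = wells lacking the enzyme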
BoNT-F LC inh: inhibitors of Botulinum neurotoxin F light chain protease. Multiplex microsphere protease cleavage assay, flow cytometry. inhibition, % at 10 µM. 360,000 compounds, 0.22% hits. AID 588497; in the data active = inhibition above about 35%, passing the limit was not always enough; inconclusive = no clear call, values can overlap the other calls; also: plate controls were buffer without enzyme for full effect and enzyme alone for no effect
BoNT A protease: blocks Botulinum neurotoxin A light chain protease | multiplex microsphere protease substrate cleavage, flow cytometry | inhibition, % at 10 µM | 360,000 compounds, 0.17% hits; also: plate controls were buffer without enzyme for full effect and enzyme alone for no effect
FadD28 FP inh: blocks FadD28 binding to the bisubstrate probe. fluorescence polarization. inhibition, % at 12.5 µM. 360,000 compounds, 0.22% hits; in the data active = inhibition above about 8.5%, passing the limit was not always enough; inconclusive = no clear call, values can overlap the other calls
FBA Mtb inh: inhibits M. tuberculosis FBA enzyme. P9WQA3. purified M. tuberculosis FBA, fluorescence read-out. inhibition, % at 1 µM. 360,000 compounds, 2.3% hits. AID 588726; in the data active = inhibition above about 27%;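 also: 0% = vehicle and 100% = reference inhibitor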
Target sequence (P9WQA3 whole entry, looked up): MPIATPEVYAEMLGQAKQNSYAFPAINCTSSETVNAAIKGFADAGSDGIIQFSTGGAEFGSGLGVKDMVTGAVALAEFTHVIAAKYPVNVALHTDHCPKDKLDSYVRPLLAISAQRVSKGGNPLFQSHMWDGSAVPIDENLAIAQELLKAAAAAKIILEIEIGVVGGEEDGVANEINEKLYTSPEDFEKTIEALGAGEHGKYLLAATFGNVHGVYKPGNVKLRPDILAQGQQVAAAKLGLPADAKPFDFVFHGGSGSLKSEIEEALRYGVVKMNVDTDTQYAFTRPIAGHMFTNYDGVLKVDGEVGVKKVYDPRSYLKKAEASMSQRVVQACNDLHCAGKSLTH
Mtb UGM inh: inhibitors of M. tuberculosis UDP-galactopyranose mutase | P9WIQ1 | purified UGM, fluorescence polarization probe displacement | inhibition, % at 10 µM | 320,000 compounds, 0.06% hits; in the data active = inhibition above about 10%, passing the limit was not always enough; inconclusive = no clear call, values can overlap the other calls
Target sequence (P9WIQ1 whole entry, looked up): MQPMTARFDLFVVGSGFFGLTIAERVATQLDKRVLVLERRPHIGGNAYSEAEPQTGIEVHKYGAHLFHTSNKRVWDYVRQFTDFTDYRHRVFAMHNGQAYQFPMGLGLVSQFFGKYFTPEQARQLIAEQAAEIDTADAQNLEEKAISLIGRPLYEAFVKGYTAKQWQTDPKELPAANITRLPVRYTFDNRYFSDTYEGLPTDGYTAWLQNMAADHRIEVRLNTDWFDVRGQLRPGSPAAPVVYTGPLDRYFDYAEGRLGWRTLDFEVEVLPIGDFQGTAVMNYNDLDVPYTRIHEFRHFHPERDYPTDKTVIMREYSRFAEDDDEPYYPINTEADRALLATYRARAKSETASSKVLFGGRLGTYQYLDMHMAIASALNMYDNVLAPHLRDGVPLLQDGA
The depositor's hits bear a star; ? = inconclusive; . = not tested or not shown; & = joins results of further samples; ! = not active in a repeat. Rule as the data show it, unless noted: active = inhibition above about 30%; inconclusive = no clear call, values can overlap the other calls; inactive = below that.

SMILES	Anthrax LF inh2	PfHsp40 rescue	Mtb BioA inh	GDH-TPI counter	BoNT-F LC inh	BoNT A protease	FadD28 FP inh	FBA Mtb inh	Mtb UGM inh
Cc1ccc(C(=O)NC(=S)N(C)C2CCCCC2)cc1	-2	0.3	2.0	6	0	-3.0	0.8	2	-0.3
CCOc1ccccc1CNC(=O)C1CCC(=O)N1C(C)C (stereo unspecified)	0	-0.7	-2.0	4	7	2.9	-0.3	3	0.5
Cc1ccc(NC(=O)c2nc[nH]c2C(=O)N[C@@H](CCCCNC(=O)OC(C)(C)C)C(=O)OC(C)(C)C)cc1	-2	23	0.4	5	-7	0.3	-6.1	-2	0.0
O=C(Nc1cnn(C23CC4CC(CC(C4)C2)C3)c1)c1cnn2c(C(F)(F)F)cc(-c3ccco3)nc12	-4	-1.6	-0.3	8	-3	-1.2	0.9	3	-0.1
CCN1CCN(c2nc(SC)nc3sc4c(c23)CC(C)(C)OC4)CC1	.	-0.1	-0.1	1	.	.	0.2	4	.
Cc1nnc(NC(=O)CSc2nc3c(c(=O)n2C)SC(C)C3)s1 (stereo unspecified)	-5	1.2	-0.9	21	-4	-1.0	-0.5	-1	2.5
COc1ccc(C2C(C(=O)Nc3ccc4c(c3)OCCO4)c3ccccc3C(=O)N2C)cc1 (stereo unspecified)	-1	-1.9	-1.3	-1	3	-1.6	0.4	2	1.3
O=C(NCC1CCCCC1)c1cc(S(=O)(=O)N2CCOCC2)ccc1F	0	-0.2	-3.6	-6	-4	0.8	2.6	8	2.1
O=C(c1cc(Sc2cccc(Cl)c2)nc2ccccc12)N1CCN(c2ccccn2)CC1	-3	24	-0.8	10	-1	0.0	-1.2	-4	2.8
CCc1nnc(NS(=O)(=O)c2ccc(NC(=S)NC(=O)c3ccc(Br)cc3)cc2)s1	-3	-2.0	.	6	-1	-0.5	2.0	3	-1.0
COCCCNC(=O)CCc1c(C)nc2c(c(C)nn2-c2ccccc2)c1C	-4	0.8	-3.2	4	-12	-1.2	1.2	41*	0.7
Cc1cc(C)c2c(n1)sc1c(=O)n(-c3ccccc3)c(=O)[nH]c12	-3	-0.6	.	10	0	0.8	2.7	39*	-0.4
COC(=O)c1ccccc1NC(=O)C(C)NS(=O)(=O)c1ccc(OC)cc1 (stereo unspecified)	1	1.0	0.4	5	-6	-1.0	-3.5	4	0.6
O=C(CSc1oc(-c2ccco2)nc1S(=O)(=O)c1ccc(F)cc1)NCC1CCCO1 (stereo unspecified)	-1	-1.0	-0.4	-6	-8	-1.3	-1.0	-4	-0.4
CN(C)C(=O)N1CCN(C(=O)c2ccco2)CC1	-2	0.1	0.8	-12	5	-0.3	0.1	1	-2.0
CCOc1ccc(NC(=O)c2ccco2)cc1	1	-0.9	-0.1	6	-5	?	-2.4	-4	-0.2
Cc1ccc(/C=N/n2c(-c3ccco3)n[nH]c2=S)s1	-2	-1.9	-0.2	12	0	0.0	-0.3	-2	0.0
CC(=O)NC(c1ccccc1)c1cccnc1 (stereo unspecified)	-1	-0.3	-1.7	14	-1	-0.4	-0.7	-5	0.5
COc1cccc(-c2nn(-c3ccccc3)cc2C(=O)NCC(=O)O)c1	-3	0.7	0.3	2	2	-0.3	1.2	1	-1.4
O=c1[nH]c(=S)n(C2CC2)c(O)c1C=NCCN1CCOCC1	1	-1.1	.	22	2	-0.7	-0.7	1	-1.0
COc1ccc2cc(CCNC(=O)CCc3ccccc3)c(=O)[nH]c2c1	4	-1.2	-1.2	16	1	1.2	-0.6	3	4.9
O=C(COC(=O)Cn1cnc2ccccc2c1=O)Nc1ccccc1OC(F)F	-9	-0.2	.	8	2	-0.2	0.8	0	1.5
C/C(=N\NC(=O)c1ccc(Cl)cc1)c1ccc(Br)s1	-1	-0.1	-2.2	10	6	-0.9	-2.8	7	-1.0
COc1cccc(C(O)c2nc(-c3ccncc3)cs2)c1 (stereo unspecified)	-3	.	-0.2	1	2	-0.2	-1.3	0	.
Cc1occc1-c1nnc(SCC(=O)Nc2ccccc2)n1C(C)c1ccccc1 (stereo unspecified)	-5	0.6	-2.2	1	-7	0.2	-2.2	-4	0.0
COC(=O)c1cc(C(=O)c2ccc(Cl)cc2)n2c(=O)/c(=C\N(C)C)sc12	-6	0.3	.	6	-1	0.1	-0.5	6	-4.7
Cc1cccc2sc(NC(=O)c3ccc(OCC4CCCO4)cc3)nc12 (stereo unspecified)	0	-0.6	-1.3	0	-5	-0.4	-2.2	-2	1.2
Cc1cc(C(=O)Nc2ccc(F)cc2C)cs1	-3	2.0	-0.3	4	-4	2.4	0.0	2	4.2
O=C(NCC1CC1)c1onc(CSc2ccc(F)c(F)c2)c1C(=O)NCC1CC1	3	3.4	0.6	-6	-1	0.3	-5.1	3	-2.8
CCCn1c(SCC(=O)Nc2cccc(C(=O)OC)c2)nnc1-c1cccnc1	1	0.7	0.0	4	-5	-1.0	-2.6	2	-4.1
CCOC(=O)c1cc(S(=O)(=O)N2CCc3ccccc32)cn1C	-1	1.1	-0.2	8	-6	-1.5	-1.3	1	-1.7
COc1cccc(-n2nnnc2SCC(=O)Nc2ccc(C(C)=O)cc2)c1	4	0.5	0.0	12	10	0.4	0.2	-3	-2.1
CCN(Cc1cc2cc(OC)ccc2[nH]c1=O)C(=O)c1ccncc1	-3	-0.1	.	16	3	?	-0.8	10	0.6
COc1ccc(C(=O)O/N=C/c2ccc(S(=O)c3ccc(Cl)cc3)nc2)cc1 (stereo unspecified)	2	-0.3	-0.2	2	8	-0.7	2.2	3	-0.1
CCOC(=O)C1=C(CSc2nc(C)cc(C)c2C#N)OC(N)=C(C#N)C1c1ccccc1 (stereo unspecified)	1	0.7	.	3	16	0.4	-7.2	-2	-0.6
CCCNC(=O)c1ccccc1NC(=O)c1ccc2c(=O)n3c(nc2c1)CCC3	0	1.7	.	-1	4	2.9	-3.7	6	.
CCN(CC)N=Nc1cccc(NC(C)=O)c1	-1	-0.4	.	10	-4	0.0	-0.9	-1	2.1
CC1CCCCN1C(=O)/C=C/c1ccccc1[N+](=O)[O-] (stereo unspecified)	2	-1.2	.	6	-2	-0.5	-2.5	-5	1.0
C=CCNC(=O)COC(=O)/C=C/c1cccs1	-4	-0.6	-1.3	17	-4	-1.8	-2.9	2	0.0
Cc1ccc(S(=O)(=O)c2nc(/C=C/c3ccccc3)oc2N2CCC(C(N)=O)CC2)cc1	-3	.	0.2	19	-7	-0.1	2.0	6	.

Single entries from the entries so far.
Result of `CCCNC(=O)c1ccccc1NC(=O)c1ccc2c(=O)n3c(nc2c1)CCC3` under FBA Mtb inh: 6
Result of `Cc1ccc(/C=N/n2c(-c3ccco3)n[nH]c2=S)s1` under Mtb UGM inh: 0.0

(list continues)
SMILES	Anthrax LF inh2	PfHsp40 rescue	Mtb BioA inh	GDH-TPI counter	BoNT-F LC inh	BoNT A protease	FadD28 FP inh	FBA Mtb inh	Mtb UGM inh
CCCCCOc1ccc(C(=O)CCC(=O)Nc2ccc(NC(C)=O)cc2)cc1	-5	0.9	-1.8	1	-9	-2.1	-0.6	2	1.5
COc1ccc(CC(=O)N2CCN(C(=O)Cc3ccc(OC)c(OC)c3)CC2)cc1OC	1	.	0.1	-9	5	0.6	-3.6	0	.
CC(C)(C)n1nnnc1C(CCc1ccccc1)N1CCC2(CC1)C(=O)NCN2c1ccccc1 (stereo unspecified)	-7	.	-1.9	.	-9	-0.2	-3.1	4	.
COc1ccc(CC(=O)Nc2ccc3c(c2)CCC3)cc1OC	-4	0.3	0.3	4	-12	0.6	-4.1	-2	-0.1
O=C(Cc1ccccc1)NCC(=O)N1CCCC1	4	-0.8	-1.8	4	-14	-2.6	1.1	4	0.3
COc1ccc(C(=O)Nc2ccc3c(c2)nc(CCNC(=O)c2ccco2)n3C)cc1	2	-0.8	-1.0	0	-1	0.5	.	2	-1.3
COc1ccccc1OCC(=O)/C=C1/N(C)c2ccccc2C1(C)C	6	2.4	.	23	-3	7.2	-1.4	6	0.6
O=C(O)CSc1cccc2cccnc12	-6&-3	-1.8&-0.1	-0.2&-0.8	-1&3	-9&9	-1.7&0.0	0.7&-1.4	27*!	-1.4&2.1
CC(=O)Nc1ccc(S(=O)(=O)N2CCC(NC(=O)C(Cc3cccn3C)NC(C)=O)CC2)cc1 (stereo unspecified)	-5	0.1	-0.8	3	-6	-2.5	-1.4	-3	0.0
CC(=O)Nc1ccc(S(=O)(=O)Nc2nnc(C)s2)cc1	2	.	0.0	4	-3	-0.3	-0.2	-1	.

Looked up by structure from the entries so far:
SMILES	Anthrax LF inh2	PfHsp40 rescue	Mtb BioA inh	GDH-TPI counter	BoNT-F LC inh	BoNT A protease	FadD28 FP inh	FBA Mtb inh	Mtb UGM inh
COc1ccc(C(=O)Nc2ccc3c(c2)nc(CCNC(=O)c2ccco2)n3C)cc1	2	-0.8	-1.0	0	-1	0.5	.	2	-1.3
O=C(Cc1ccccc1)NCC(=O)N1CCCC1	4	-0.8	-1.8	4	-14	-2.6	1.1	4	0.3
CCCCCOc1ccc(C(=O)CCC(=O)Nc2ccc(NC(C)=O)cc2)cc1	-5	0.9	-1.8	1	-9	-2.1	-0.6	2	1.5
O=C(O)CSc1cccc2cccnc12	-6&-3	-1.8&-0.1	-0.2&-0.8	-1&3	-9&9	-1.7&0.0	0.7&-1.4	27*!	-1.4&2.1

(more compounds)
SMILES	Anthrax LF inh2	PfHsp40 rescue	Mtb BioA inh	GDH-TPI counter	BoNT-F LC inh	BoNT A protease	FadD28 FP inh	FBA Mtb inh	Mtb UGM inh
Cc1cc2c(c(=O)n1CC1CCCO1)C(c1ccco1)C(C#N)=C(N)O2 (stereo unspecified)	-5	0.7	1.3	12	-14	-1.2	-3.1	32*	-3.8
Cc1nnnn1/C(=C\c1ccccc1)C(=O)OCC(=O)Nc1ccc(Cl)cc1F	4	-0.3	0.7	2	-1	-0.9	-5.1	-4	2.0
CC(Oc1ccccc1Cl)C(=O)Nc1ccc(S(=O)(=O)N2CCOCC2)cc1 (stereo unspecified)	-4	0.8	0.5	-4	-2	-0.2	0.6	-2	.
COc1ccc(/C=C2\CCCC(C(=O)C(F)(F)F)=C2O)cc1	-2	-0.3	-3.9	15	-10	-1.1	0.3	0	7.2
